Screening results as filed in PubChem BioAssay.
ADAM17 inh = inhibitors of human ADAM17. inhibition, % at 6.95 µM. 0.83% of 370,000 active. recombinant ADAM17, EDANS/DABCYL FRET peptide cleavage. P78536;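 active = inhibition above the mean of compounds lying between control limits plus 3 SD, set per campaign, cut at about 8.5% in these data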;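 also: 0% = DMSO-only wells as the low control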
Target sequence (P78536 215-824 limits assumed): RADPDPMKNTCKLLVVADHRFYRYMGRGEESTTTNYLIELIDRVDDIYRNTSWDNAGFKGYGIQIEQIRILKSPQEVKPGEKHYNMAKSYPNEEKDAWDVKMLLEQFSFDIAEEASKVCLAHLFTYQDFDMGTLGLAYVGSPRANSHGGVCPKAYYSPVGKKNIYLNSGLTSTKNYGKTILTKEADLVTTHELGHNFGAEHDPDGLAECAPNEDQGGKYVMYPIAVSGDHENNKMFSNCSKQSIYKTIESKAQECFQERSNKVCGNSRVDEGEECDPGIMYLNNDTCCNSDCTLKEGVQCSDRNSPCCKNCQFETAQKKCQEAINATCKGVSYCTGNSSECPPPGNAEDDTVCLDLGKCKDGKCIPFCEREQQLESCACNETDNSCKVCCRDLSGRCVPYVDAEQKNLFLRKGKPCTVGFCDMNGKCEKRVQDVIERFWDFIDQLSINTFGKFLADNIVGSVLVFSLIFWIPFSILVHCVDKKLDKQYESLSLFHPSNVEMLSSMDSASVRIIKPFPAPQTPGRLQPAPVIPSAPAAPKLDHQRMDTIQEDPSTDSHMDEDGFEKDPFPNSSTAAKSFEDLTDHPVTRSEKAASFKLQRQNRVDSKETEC
ssDAF-12 act = S. stercoralis DAF-12 activation, primary screen | HEK293 ssDAF-12/GRIP1 lit1-tk-luc reporter, luminescence; % of 3 µM dafachronic acid response | activation, % at 6.8 µM | 1% of 370,000 active | AID 652126;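 active = activation above the mean over all tested compounds plus 3 SD, cut at about 0.9% in these data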;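 also: 0% = DMSO-only wells and 100% = 3 µM delta7-dafachronic acid wells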
MBD2 DNA inh = inhibitors of human MBD2 binding to methylated oligonucleotide | TR-FRET | inhibition, % at 4.4 µM | 0.31% of 370,000 active; in the data active = inhibition above about 13%
PLC-beta3 inh = blocks human PLC-beta3 enzyme activity; Q01970; Purified PLC-beta3, fluorogenic substrate, fluorescence; inhibition, % at 12.2 µM; 0.18% of 370,000 active; in the data active = inhibition above about 11%;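 also: 0% = median of compound wells on plate and 100% = full blocker control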
hcDAF-12 act = activates DAF-12 receptor from parasite H. contortus | AID 652067 | activation, % at 6.8 µM | HEK293 hcDAF-12 lit1-tk-luc reporter, luminescence; 0% DMSO, 100% Δ7-dafachronic acid | 1.4% of 370,000 active;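 active = activation above the mean of all tested compounds plus 3 SD, cut at about 5.5% in these data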;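 also: 100% = response to 3 µM Δ7-dafachronic acid high control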
hgDAF12 agonist = agonists of H. glycines DAF-12 nuclear receptor | activation, % at 6.8 µM | HEK293 GAL4-hgDAF12 UAS-luciferase reporter, agonist luminescence; normalized to butyrate control | 1.8% of 370,000 active | AID 687014;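 active = activation above a cutoff set at the mean of all screened compounds plus 3 SD, cut at about 10% in these data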;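 also: 0% = DMSO wells and 100% = sodium butyrate wells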
DAX1 inh-1 = inhibits human nuclear receptor DAX1 | P51843 | HEK293 Gal4-DAX1 luciferase reporter, luminescence | inhibition, % at 6.75 µM | 0.99% of 340,000 active | AID 504766;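 active = inhibition above the mean over all tested compounds plus 3 SD, cut at about 4.2% in these data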;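 also: 0% = DAX1-transfected cells with DMSO and 100% = empty-vector control cells with DMSO; inhibition shows as a rise in luminescence from relieved DAX1 repression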
Target sequence (P51843 207-470 limits assumed): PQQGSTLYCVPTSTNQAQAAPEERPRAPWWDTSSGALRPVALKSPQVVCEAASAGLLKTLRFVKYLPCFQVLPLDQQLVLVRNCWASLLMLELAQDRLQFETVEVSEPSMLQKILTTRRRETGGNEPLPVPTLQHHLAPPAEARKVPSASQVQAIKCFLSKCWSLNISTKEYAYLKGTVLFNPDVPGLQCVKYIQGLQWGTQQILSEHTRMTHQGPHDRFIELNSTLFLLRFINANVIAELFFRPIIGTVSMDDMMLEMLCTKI
PLC-gamma1 inh = inhibitors of human phospholipase C gamma1. P19174. purified PLC-gamma1, fluorogenic substrate, fluorescence. inhibition, % at 12.2 µM. 0.84% of 370,000 active. AID 720700; in the data active = inhibition above about 9.5%
DAX1 inh-2 = DAX1 (NR0B1) inhibition, primary screen; inhibition, % at 6.8 µM; HEK293T StAR-luciferase reporter, SF-1/DAX-1 repression relief; AID 652010; 1.1% of 370,000 active;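 active = inhibition above the mean over all tested compounds plus 3 SD, cut at about 3.6% in these data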;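 also: 0% = DAX-1 cells with DMSO and 100% = cells lacking DAX-1 with DMSO; higher inhibition means more luminescence from relief of DAX-1 repression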
SMARCA2 act = increases SMARCA2 function in MMTV reporter cells | activation, % at 9.1 µM | MG213 cells, MMTV-luciferase reporter, dexamethasone, overnight | 1% of 370,000 active; in the data active = activation above about 7.8%;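 also: 0% = vehicle wells and 100% = reference activator wells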
Rev-erbA mod = Rev-erb alpha (human) modulation. P20393. Rev-erbα–FITC-DNA binding, fluorescence polarization, 90 min. activity, % at 10 µM. 0.79% of 370,000 active. AID 1259318;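 active = activity above about 14%, limit read from the data; passing the limit was not always enough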;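 also: 0% = DMSO wells with 35 nM protein and 100% = DMSO wells with 750 nM protein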
Numbers without * were called inactive; i = inactive; . = no result given.

Molecule	ADAM17 inh	ssDAF-12 act	MBD2 DNA inh	PLC-beta3 inh	hcDAF-12 act	hgDAF12 agonist	DAX1 inh-1	PLC-gamma1 inh	DAX1 inh-2	SMARCA2 act	Rev-erbA mod
COc1ccc(NC(=O)CCCC(=O)OCC(F)(F)C(F)F)cc1	-2	-1.5	1	3	-0.9	0.8	-0.9	2	-0.9	0	2
CN(Cc1ccccc1)C(=O)OCc1cn(Cc2ccc(C(F)(F)F)cc2)nn1	1	-0.8	-6	0	-1.7	-1.2	.	0	-0.5	-3	1
CN(C)CCNc1oc(/C=C/c2ccccc2)nc1C#N	i	-0.1	3	i	-2.1	0.0	-1.0	i	-0.3	-2	-2
O=C1N=C(N2CCOCC2)S/C1=C\c1ccncc1	-3	-1.5	-3	-10	-0.8	3.5	0.3	0	0.7	-3	-2
CC[C@]12c3[nH]c4cc(CCC(=O)N(C)C)ccc4c3CCN1C(=O)[C@@H](CC(=O)NCc1ccc(OC)c(OC)c1)C[C@@H]2C(=O)N1CCN(C(=O)C2CC2)CC1	-2	-0.4	2	0	-2.1	3.1	-0.9	2	-0.5	-2	-2
Cc1cc(C)c(S(=O)(=O)c2ccc(Cl)cc2)c(=O)[nH]1	-6	-1.4	0	-9	-1.9	-0.3	-0.9	-3	0.0	-1	2
CCOc1cc(C(=O)CSc2nnc(CNc3ccc(Cl)cc3)o2)ccc1NC(=O)CC	0	-2.5	2	1	-4.6	-0.4	-1.9	2	-3.0	-6	.
CCc1cc2c(=O)[nH]c(CC(N)=O)nc2s1	-2	-1.0	-6	0	-0.6	2.9	0.3	-3	0.0	0	-5
COc1ccc(Cc2noc(CN(C)Cc3ccc(-n4cccn4)cc3)n2)cc1OC	-2	-1.8	-1	-7	-2.5	-0.6	-2.2	0	-0.8	-3	-2
CCCCNC(=O)C[C@@H]1C(=O)N2CCCC3=C2[C@@]1(C(=O)OCC)CCC3	-4	-1.1	4	2	2.5	4.2	.	-1	-1.1	-3	-1
COc1ccc(C2/C=C\CN(C(=O)Oc3ccc(C(F)(F)F)cc3)CC(=O)N2Cc2ccc(F)cc2)cc1 (stereo not given)	8	-0.7	-2	4	-0.5	0.3	1.4	5	0.8	0	-6
CSc1c(CC(=O)NCCCO)n(Cc2ccccc2)c2ccccc12	-4	-1.6	-4	0	-0.8	1.6	0.3	0	-0.2	0	-1
CCN(c1ccc(NC(=O)CSc2ccc3c(c2)OCCO3)cc1)C(C)C	2	-1.6	6	-1	-1.1	-4.4	1.2	4	-1.2	-3	8
O=S(=O)(Cc1ccccc1Cl)c1ncn[nH]1	-6	-1.5	0	3	0.4	-0.8	.	2	-0.3	-7	7
Cc1ccc(C)c(NC(=O)CN(C)C(=O)c2ccccc2OCc2ccccc2Cl)c1	2	-1.7	-4	-6	-0.6	0.7	-1.0	-1	-1.7	0	2
O=C(NC1CCCCCC1)c1cccnc1Sc1ccc(Cl)cc1	1	-2.0	0	2	0.9	1.0	-0.6	1	-0.5	0	2
Cc1nn(C(=O)CCCn2cc([N+](=O)[O-])cn2)c(C)c1Cl	-2	-1.4	0	3	1.8	2.3	0.9	0	0.6	1	7
Cc1ccc(C(C(=O)NC2CCCCC2)N(CC2CCCO2)C(=O)CNC(=O)c2cccs2)cc1 (stereo not given)	-2	-1.0	3	0	0.2	0.5	-0.9	1	0.5	-1	5
Cc1cccc(OCCCn2c(=O)oc3ccccc32)c1	-5	-1.7	2	-9	1.1	5.9	2.9	3	0.6	-3	2
COc1ccc(-c2ccc(OC)c(OC)c2OC)c(OC)c1OC	-2	-1.5	4	3	-1.2	1.4	4.0	0	0.4	-3	-7
COc1ccc(NC(=O)/C(N=Nc2cc(S(=O)(=O)Nc3ccc(OC)cc3)ccc2OC)=C(\C)O)cc1	-2	-1.3	0	1	-1.2	0.5	0.4	3	-0.3	-3	-2
COc1cc(NC(=O)C2=CC(c3ccco3)=NS(=O)(=O)N2C)cc(OC)c1OC	2	-0.8	1	-2	-2.3	-1.4	-0.8	2	-0.6	-1	3
CCCc1ccc(-c2csc(NC(=O)Cc3cccs3)n2)cc1	1	-2.4	0	-8	-2.6	-2.9	-3.2	-3	-2.4	-2	-2
Cc1ccc(-n2c3c(c(=O)[nH]c2=O)C(NS(=O)(=O)c2ccc(Cl)cc2)(C(F)(F)F)C(=O)N3)cc1 (stereo not given)	-1	-1.2	4	1	1.1	1.5	0.3	-2	0.6	-4	0
CCC1=Nc2cc(C(=O)NCC3CCCO3)ccc2Sc2ccc(Cl)cc21 (stereo not given)	0	-1.5	4	-4	-2.3	1.6	-4.2	3	-2.3	-1	-6
O=C(Cc1ccc(F)cc1)Nc1cccc(S(=O)(=O)N2CCCC2)c1	-7	-1.1	0	-9	-2.8	-0.2	-0.3	-2	0.1	-2	3
COc1ccc(C)cc1NC(=S)NNC(=O)c1ccccc1Cl	-2	-0.8	2	-5	0.1	3.8	-0.1	-2	-0.4	1	0
Cc1ccc(S(=O)(=O)N2c3ccccc3C[C@H]2CCC(=O)c2ccccc2)cc1	0	-0.4	-3	-6	1.7	1.4	.	-3	.	.	0
O=c1c2ccccc2ncn1-c1ccccc1F	3	-0.5	-5	0	-1.5	0.1	0.6	6	-0.1	1	0
O=C(NCc1ccccc1)c1ccc(S(=O)(=O)N2CCCCCC2)cc1	-1	-1.2	0	2	-0.8	-2.4	0.8	-2	-0.5	-4	5
COc1ccc(-c2[nH]n(-c3ccc([N+](=O)[O-])cc3)c(=O)c2C=NCC2CCCO2)cc1 (stereo not given)	-5	-1.0	3	-4	0.2	1.2	-0.2	-5	0.9	-5	1
Cc1c(Cl)cccc1Nc1nc(N)nc(CN2CCc3ccccc3C2)n1	0	-0.5	4	-8	-1.1	3.7	0.3	-6	0.4	-1	6
COc1ccc(-c2nc(CS(=O)(=O)CC(=O)NC3CCCCC3C)c(C)o2)cc1 (stereo not given)	-2	-1.2	1	-6	-0.7	-2.7	1.1	0	-0.4	-1	-6
COc1ccc(C(=O)Nc2c(F)c(F)c(F)c(F)c2F)c(OC)c1	-3	-0.7	0	-3	-1.5	0.7	1.4	0	0.3	-3	-2
CC1=NC(=O)C(N=Nc2cccc(O)c2)N1c1ccccc1 (stereo not given)	0	0.2	-3	2	9.3*	14*	2.2	0	1.2	0	-3
O=C(Nc1ccccc1)[C@@H]1CC=C[C@@H]2CCN(Cc3ccccc3)C(=O)[C@@H]21	-6	-1.4	-2	2	-1.0	0.8	-0.2	1	0.0	1	1
COc1cccc(C2c3c(ncn(-c4ccccc4)c3=N)Oc3ccc4ccccc4c32)c1OC (stereo not given)	-2	-1.8	-6	2	-0.7	1.0	.	0	.	.	0
COC(=O)c1cccc(NC(=O)CCCOc2ccccc2)c1	1	-1.2	-2	0	-0.8	-0.6	0.7	4	-0.6	1	7
CN(C(=O)CCCN1C(=O)c2ccccc2C1=O)C1CCCCC1	1	-0.3	-1	-5	1.3	0.8	0.1	-2	0.0	3	5
O=C(NNC(=S)NC(=O)c1cccnc1)c1ccc(F)cc1	-2	-1.4	1	-9	-2.3	-1.9	-0.8	1	-0.1	0	-5
Cc1cc(OC(C)C(=O)NCc2ccccn2)c2c(C)c(C)c(=O)oc2c1 (stereo not given)	-36	-1.0	9	-60	-0.4	-1.1	-0.3	-34	-1.9	-2	2
COCCNC(=O)CS(=O)(=O)Cc1nc(-c2ccc(C)cc2)oc1C	0	-1.4	1	1	-1.9	-0.6	-0.2	2	-0.5	6	2
CSC1=NCCN1C(=O)COc1ccc2ccccc2c1	-4	-0.9	5	-1	1.3	8.9	4.2	2	2.1	0	1
O=S1(=O)CC(N2CCN(Cc3ccccc3F)CC2)CN1Cc1cn(Cc2cccc(Cl)c2)nn1 (stereo not given)	-5	-1.6	6	0	-2.6	-4.0	.	0	-3.4	-4	11
FC(F)(F)c1cccc(Cn2cnc(NC(=S)NCCc3ccccc3)n2)c1	1	-1.5	4	-3	-1.9	0.9	1.4	1	-1.1	-3	-4
CCOC(=O)C1CCCN(C(=O)c2ccc(Cl)c(S(=O)(=O)N3CCCCCC3)c2)C1 (stereo not given)	-2	-2.0	2	-6	-2.4	-4.1	-1.8	1	-1.0	-1	5
O=C(/C=C\c1ccccc1OC(=O)c1ccccc1F)c1cc2ccccc2o1	-4	0.5	1	-3	7.3*	9.9	5.3*	0	0.6	4	-1
O=C1Nc2ccc(S(=O)(=O)N3CCCC3)c3ccc(S(=O)(=O)N4CCCC4)c1c23	-1	-1.1	-2	-7	-1.6	-1.6	1.7	-7	-0.4	4	2
COc1ccccc1C/C(N)=N/OC(=O)COc1ccc2ccccc2c1	6	-1.5	-2	3	-0.1	-0.1	0.9	7	-0.3	-1	-1
O=C1CN(C(=O)CNCc2ccc(Cl)cc2)c2ccccc2N1	-5	-1.4	2	-8	-1.7	1.2	-0.6	1	-0.1	-4	-3
O=C(N/C(=C/c1cccc([N+](=O)[O-])c1)C(=O)N1CCCCC1)c1ccco1	-4	-0.6	-4	-11	-2.7	-0.1	0.0	-1	-0.1	-3	2

2 records picked at random from those above:
Molecule	ADAM17 inh	ssDAF-12 act	MBD2 DNA inh	PLC-beta3 inh	hcDAF-12 act	hgDAF12 agonist	DAX1 inh-1	PLC-gamma1 inh	DAX1 inh-2	SMARCA2 act	Rev-erbA mod
O=S1(=O)CC(N2CCN(Cc3ccccc3F)CC2)CN1Cc1cn(Cc2cccc(Cl)c2)nn1 (stereo not given)	-5	-1.6	6	0	-2.6	-4.0	.	0	-3.4	-4	11
COCCNC(=O)CS(=O)(=O)Cc1nc(-c2ccc(C)cc2)oc1C	0	-1.4	1	1	-1.9	-0.6	-0.2	2	-0.5	6	2
